Screening data from PubChem BioAssay.
Jurkat tox 60K: cytotoxicity toward Jurkat cells. Jurkat E6.1 viability, ATP luminescence, 48 h. inhibition, % at 4 µM. 56,000 compounds, 1.2% hits. AID 463;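 active = inhibition above the mean inhibition of all tested compounds plus 3 SD, cut at about 28% in these data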
NADH coupling: inhibition of NAD/NADH coupling enzymes, library profiling | coupled PK/LDH NADH assays, four targets | IC50, µM (top dose mostly 10 µM), for inactives: top-dose inhibition | 65,000 compounds, 0.02% hits;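 active = single-dose screening hits from any of four coupled enzyme assays that gave an IC50 when retested across doses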;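 also: the DPM-DC format reads NADH fluorescence rather than 340 nm absorbance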
HEK293 NFkB inh: inhibitors of the PMA/ionomycin-induced NF-kB reporter in HEK293 cells. HEK-293 NF-kB luciferase reporter, luminescence. inhibition, % at 3 µM. 62,000 compounds, 0.21% hits. AID 465;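 active = inhibition above the mean of all tested compounds plus 3 SD, cut at about 40% in these data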;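 also: 0% = stimulated DMSO wells and 100% = 10 µM reference inhibitor 5653914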
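System: NF-kB luciferase reporter HEK-293 cells | Replication: Single test | Control set: DMSO vs reference inhibitor | Evaluation: % inhibition | Schedule: 1 h pretreatment, 16 h stimulation, 37 °C | Probe or stimulus: PMA with ionomycin | Compound dosing: One dose, 3 µM | Detection: Luciferase luminescence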
SF1 activator: activates the human nuclear receptor SF-1 | Q13285 | CHO-K1 Gal4-SF-1 LBD luciferase reporter; % increase over DMSO SF-1-specific signal | activation, % at 10 µM | 65,000 compounds, 1.9% hits | AID 522;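 active = activation above the mean activation of all tested compounds plus 3 SD, cut at about 50% in these data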
Target sequence (Q13285 whole entry, looked up, the tested form may be a part): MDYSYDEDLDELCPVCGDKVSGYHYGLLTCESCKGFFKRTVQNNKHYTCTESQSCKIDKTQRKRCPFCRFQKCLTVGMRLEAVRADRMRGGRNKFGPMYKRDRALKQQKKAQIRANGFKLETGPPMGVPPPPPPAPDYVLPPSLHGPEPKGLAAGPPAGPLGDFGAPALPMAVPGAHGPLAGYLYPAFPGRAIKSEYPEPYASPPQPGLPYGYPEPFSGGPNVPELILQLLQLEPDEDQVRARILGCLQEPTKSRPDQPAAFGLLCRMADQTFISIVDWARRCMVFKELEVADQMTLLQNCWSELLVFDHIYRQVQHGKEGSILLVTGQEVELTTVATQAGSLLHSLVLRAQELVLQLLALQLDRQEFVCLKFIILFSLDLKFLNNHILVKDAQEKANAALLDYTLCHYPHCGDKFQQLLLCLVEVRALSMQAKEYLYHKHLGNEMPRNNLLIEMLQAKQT
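Test system: CHO-K1 cells with Gal4–hSF-1 LBD chimera plus Gal4-driven luciferase; Input: 4,000 cells/well; Compound: 10 µM only; Times: 20 h compound treatment, 37 °C; Measured by: steady-glow luciferase luminescence, read after 15 min reagent incubation; Measure: percent activation versus DMSO; Control set: DMSO and mock-transfected background; Replicates: one test per compound.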
M1 antagonist: antagonists of rat M1 muscarinic receptor; CHO-M1 cells, Fluo-4 calcium, ACh EC80 antagonist mode; hits give low values; B-score at 10 µM; P08482; 64,000 compounds, 3.4% hits;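 active = calcium fluorescence response, raw or row-and-column corrected B-score, differing from the plate sample mean either way at a set confidence level, mostly lower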
TNAP act DEA: activates human TNAP at intermediate phosphate acceptor concentration | P05186 | purified TNAP, CDP-star luminescence, 100 mM DEA, 30 min; hits give high values; scale: 0 levamisole-inhibited, 1 vehicle-only enzyme | activation factor at 20 µM | 64,000 tested, under 10 active | AID 813;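 active = activation factor of at least 2 at 20 µM, relative to controls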
D1 mod: allosteric modulators of human D1 dopamine receptor. P21728. HEK293 D1, CRE-luciferase, dopamine EC30 potentiation; actives deviate in either direction. B-score at 10 µM. 58,000 compounds, 5.9% hits;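 active = luminescence count or its row- and column-corrected plate score outside the 99.7% band of the plate's sample wells, on either side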
Target sequence (P21728 whole entry, looked up): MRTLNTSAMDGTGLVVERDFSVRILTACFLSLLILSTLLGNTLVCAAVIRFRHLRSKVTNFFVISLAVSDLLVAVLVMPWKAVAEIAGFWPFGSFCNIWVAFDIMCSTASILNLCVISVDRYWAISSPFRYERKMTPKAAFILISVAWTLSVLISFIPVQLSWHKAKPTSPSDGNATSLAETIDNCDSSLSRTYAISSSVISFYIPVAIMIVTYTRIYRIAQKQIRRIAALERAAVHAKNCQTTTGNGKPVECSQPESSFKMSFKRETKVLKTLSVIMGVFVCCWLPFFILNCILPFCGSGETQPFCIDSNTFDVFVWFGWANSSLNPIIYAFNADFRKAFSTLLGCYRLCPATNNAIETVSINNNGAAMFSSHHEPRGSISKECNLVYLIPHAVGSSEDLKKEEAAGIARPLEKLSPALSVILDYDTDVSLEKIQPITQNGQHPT
tolC growth inh: E. coli tolC mutant growth inhibition. AID 573. growth inhibition, % at 10 µM (by protocol). E. coli BW25113 tolC mutant growth, OD615. 65,000 compounds, 2.2% hits;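 active = growth inhibition at or above a cutoff equal to the mean over every tested compound plus 3 SD, cut at about 60% in these data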;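 also: growth measured after 20 h incubation at 37 °C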
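Test system: tolC-deleted E. coli BW25113 | Medium: LB with kanamycin 50 µg/mL | Compound dosing: Single concentration, 10 µM final per compound | Schedule: 37 °C, 20 h exposure | Measured by: OD at 615 nm | Evaluation: Percent growth inhibition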
M1 ag: agonists of M1 muscarinic receptor. CHO-M1 cells, Fluo-4 calcium fluorescence, agonist mode; hits give high values. B-score at 10 µM. 64,000 compounds, 3% hits;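 active = fluorescence rise, raw or as B-score row- and column-corrected plate score, outside the 99.7% band of its plate's samples, either direction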
* hit, by the source's call; x = no result given; [ ] = dose if it differs, or a comment.

SMILES	Jurkat tox 60K	NADH coupling	HEK293 NFkB inh	SF1 activator	M1 antagonist	TNAP act DEA	D1 mod	tolC growth inh	M1 ag
Cc1cccc(NC(=O)c2cc(NC(=O)C3CCCCC3C(=O)O)ccc2Cl)n1 (configuration not stated)	-8	3%	13	18	0.43	0.9	0.0079	13	0.51
Cc1ccc2c(C)nc(Nc3ncc4c(n3)CCCC4=O)nc2c1	-6	2%	12	5	0.011	1	1.7	-4	-0.5
CCCCn1cc(SCC(=O)O)c2ccccc21	-5	3%	5	3	21*	1.1	-0.02	2	-0.55
O=C(CSc1nnc(Cc2cccs2)n1C1CCCCC1)N1CCN(C(=O)c2ccco2)CC1	-8	4%	11	8	-0.5	1	x	10	0.28
O=C(NCc1ccccc1)c1cccc(OCC(=O)N2CCN(C(=O)c3ccco3)CC2)c1	1	4%	2	12	-0.25	1	-0.31	-4	-0.67
Cc1c(NC(=O)CC(=O)Nc2c(C)n(C)n(-c3ccccc3)c2=O)c(=O)n(-c2ccccc2)n1C	4	2%	8	-5	-0.11	0.9	x	-11	-0.086
CCCC(=O)c1c(NC(C)C)cc(C)oc1=O	4	3%	-2	-11	0.32	0.9	5.7*	-4	-1.8
COc1cccc(OC)c1-c1nn2c(-c3cc(-c4ccccc4)n[nH]3)nnc2s1	66*	46µM*	12	-4	0.31	1.1	0.34	10	-0.16
Cc1nccn1-c1c2c(c(C#N)c3nc4ccccc4n13)CCCC2	1	6%	0	7	0.17	1	-0.19	2	-0.15
O=C(Nc1ccc(S(=O)(=O)N2CCCCC2)cc1)c1cnccn1	-3	2%	0	13	-1.6	0.9	0.0026	-7	-0.015
Cc1csc(SCC(=O)NC(=O)NCc2ccccc2)n1	9	4%	8	-11	-0.73	1	1.2	0	0.46
COc1ccc(NC(=O)CSc2nnc(CNC(=O)c3ccco3)n2-c2ccccc2OC)cc1	8	8%	2	-1	0.87	1	0.73	-3	-0.17
CCOC(=O)C(Cc1ccccc1)NC(=O)CNC(C)=O (configuration not stated)	2	7%	15	-19	0.88	0.9	x	-19	0.4
CCOC(=O)c1c(C)c(C(=O)NCCOC)c(C)n1CC	18	4%	12	-6	-2.9	1	x	-4	-0.09
O=C(NCc1ccncc1)Nc1ccccc1Cl	0	1%	13	25	x	1	-1.7	-12	x
COc1ccc(S(=O)(=O)N2CCC(C(=O)NCC(c3cccs3)N(C)C)CC2)cc1 (configuration not stated)	-5	7%	11	-3	-1.6	0.9	1.1	-3	-0.58
COc1ccc2c(-c3ccccc3)cc3nnnn3c2c1	2	5%	20	4	-0.049	0.9	0.54	-12	-0.024
Cc1ccc2nc3c(cc(C(=O)NCC4CCCO4)c(=N)n3CCCOC(C)C)c(=O)n2c1 (configuration not stated)	1	15%[fluoresces]	-1	15	-0.55	0.9	0.15	-15	0.36
CC(=O)Nc1c(O)[nH]c2ccccc12	-1	2%	-6	3	0.035	0.8	x	-24	-0.53
Cc1cc(NC(=O)CN2CCN(c3ccccc3O)CC2)no1	x	10%	8	7	-1	1	x	-10	0.027
Cc1nn(-c2ccccc2)c2c1C(c1cccnc1)N1C=C(S(=O)(=O)N3CCCCC3)C=CC1=N2 (configuration not stated)	x	9%	17	20	0.0079	0.9	0.13	15	-0.79
CC1=C(C#N)C(=O)OC(C)(C)C1	x	6%	x	-2	-1.2	0.9	x	11	15*
CC(C)(C)NC(=O)CC(CC(=O)O)c1ccccc1 (configuration not stated)	2	1%	5	-4	0.22	0.8	-0.62	-14	0.029
CC(C)CN(CCCNC(=O)CC1Oc2ccccc2NC1=O)CC(C)C (configuration not stated)	5	9%	-4	-2	-0.86	1	-0.51	-3	0.05
O=C(COC(=O)c1ccco1)NCc1ccco1	10	0%	12	0	0.055	0.8	0.31	-24	-0.099

Going on with the list.
SMILES	Jurkat tox 60K	NADH coupling	HEK293 NFkB inh	SF1 activator	M1 antagonist	TNAP act DEA	D1 mod	tolC growth inh	M1 ag
COc1cccc(C(=O)N2CCN(C(=O)c3cccc4ccccc34)CC2)c1OC	-7	7%	21	-29	0.64	0.9	-0.46	8	-0.49
Cc1ccc(C(=O)Nc2nnn(C)n2)cc1	7	6%	-12	18	-0.36	1	-0.17	-22	0.18
COc1cccc(-n2nnnc2SCC(=O)c2cc(OC)ccc2OC)c1	14	7%	-2	14	x	0.9	4.2*	-8	x
CCOC(=O)CN1C(=O)C(O)=C(C(C)=O)C1c1ccccc1 (configuration not stated)	2	5%	22	-1	0.2	0.9	-0.0084	-17	-0.095
COc1ccc(C(c2sc3nc(C)nn3c2O)N2CCC3(CC2)OCCO3)cc1 (configuration not stated)	-3	6%	8	4	0.31	0.9	-0.043	-10	-0.35
CCc1nccn1S(=O)(=O)c1ccc(OC)c(OC)c1	-10	4%	12	1	0.32	0.9	x	-8	-1
Cc1nn(-c2ccccc2)c(Cl)c1C(=O)N1CCN(c2ncnc3c2cnn3-c2ccccc2)CC1	-1	7%	0	-10	-3.4*	1	x	17	2.5*
CCCCCn1c(CN2CCN(c3cccc(Cl)c3)CC2)nc2c1c(=O)[nH]c(=O)n2C	11	2%	11	-2	0.15	0.9	0.95	14	1.6
N#C/C(=C\c1ccco1)Sc1nc2ccccc2s1	0	2%	11	43	-0.41	0.8	0.12	96*	0.028
COc1cccc(C(=O)Nc2cccc(-c3nc4ncccc4o3)c2C)c1	-1	4%	8	-13	0.42	0.9	-0.01	-16	1.3
COCCOC(=O)CC1=NC(=O)CS1	4	9%	4	-4	0.76	0.9	0.21	x	-0.55
CCOC(=O)N1CCC(n2c(SCC(=O)NCc3ccccc3)nc3ccccc3c2=O)CC1	x	4%	11	-8	-1	0.9	x	14	3.6*
CCOC(=O)c1[nH]c2ccc(OC)cc2c1N=CN(C)C	-5	2%	1	16	-0.67	0.9	0.54	2	-0.38
COCC(=O)NC1CCN(S(=O)(=O)c2ccc(C(=O)O)cc2)CC1	x	4%	10	-3	0.26	0.9	0.36	-11	1.4
CN1CCN(c2nc(C(N)=O)cc(-c3ccccc3)n2)CC1	x	4%	x	-4	0.058	1	-3.7	1	-0.75
COc1ccc(CNC(=O)c2cc(-c3ccc(OC)c(OC)c3)on2)cc1	-8	3%	13	-7	1.2	0.9	1.4	-14	-0.66
CCN1C(=O)CC(Sc2ccccc2N)C1=O (configuration not stated)	0	3%	21	1	0.72	0.9	0.86	-9	-0.42
COc1ccc2oc(=N)c(C(=O)Nc3ccccc3)cc2c1	-4	7%	-62	18	-2.2	1	-0.68	10	0.85
Nc1nc(C(=O)N2CCOCC2)nn1S(=O)(=O)c1ccccc1	x	4%	13	-5	0.031	0.9	0.59	2	-0.05
COC(=O)c1nnn(CC(=O)Nc2cc(Cl)ccc2C)c1C(=O)OC	x	7%	16	-17	-0.17	0.9	-0.4	-9	-0.0065
Cn1c(-c2ccc(Cl)cc2)cnc1N	-4	5%	6	-5	0.054	0.9	-1.8	22	-0.13
Cc1nn(CC(=O)NC(C)c2ccccc2)c(=O)c2ccccc12 (configuration not stated)	-4	6%	0	-18	0.5	0.9	-0.084	6	0.63
O=C(Nc1cnn(C23CC4CC(CC(C4)C2)C3)c1)c1cnn2cccnc12	5	5%	-46	-18	-0.12	0.9	-1.8	10	1.4
CCOC(=O)C1CCN(Cc2ccc(O)c3ncccc23)CC1	43*	4%	9	-77	-0.19	1	-0.54	-10	0.061
COc1ccccc1C(=O)N1CCCC1(C#N)c1ccccc1 (configuration not stated)	x	17%	x	4	1.6	0.9	x	1	-0.66

Shown with values under each structure: 4 of the compounds above
Results follow in this order: Jurkat tox 60K	NADH coupling	HEK293 NFkB inh	SF1 activator	M1 antagonist	TNAP act DEA	D1 mod	tolC growth inh	M1 ag
- N#C/C(=C\c1ccco1)Sc1nc2ccccc2s1
→ 0	2%	11	43	-0.41	0.8	0.12	96*	0.028
- COc1ccc(C(c2sc3nc(C)nn3c2O)N2CCC3(CC2)OCCO3)cc1 (configuration not stated)
→ -3	6%	8	4	0.31	0.9	-0.043	-10	-0.35
- O=C(Nc1cnn(C23CC4CC(CC(C4)C2)C3)c1)c1cnn2cccnc12
→ 5	5%	-46	-18	-0.12	0.9	-1.8	10	1.4
- CCOC(=O)CN1C(=O)C(O)=C(C(C)=O)C1c1ccccc1 (configuration not stated)
→ 2	5%	22	-1	0.2	0.9	-0.0084	-17	-0.095

New compounds follow
SMILES	Jurkat tox 60K	NADH coupling	HEK293 NFkB inh	SF1 activator	M1 antagonist	TNAP act DEA	D1 mod	tolC growth inh	M1 ag
CCC(=O)Nc1nc2ccccc2n1CCN1CCOCC1	4	8%	16	1	1.1	0.9	0.39	-9	-0.34
CCOC(=O)c1c(C)c(C(=O)NCCN2CCOCC2)c(C)n1C	-5	3%	0	-10	-0.3	0.9	-0.13	-11	0.53
O=C1C2C3C=CC(C3)C2C(=O)N1c1cccc(N2C(=O)C3C4C=CC(C4)C3C2=O)n1 (configuration not stated)	-6	2%	-3	2	-1.1	0.8	-1.1	3	-0.78
COCC(=O)Nc1sc2c(c1C(=O)OC)CCC(C)C2 (configuration not stated)	-5	4%	9	4	0.12	0.9	0.69	24	0.35
Cn1ccnc1SCC(=O)Nc1cccc(C(F)(F)F)c1	5	11%	18	28	0.58	0.9	0.82	2	-0.11
O=C(CCS(=O)(=O)c1cccc2nonc12)Nc1cccc2c1CCCC2	x	3%	13	3	-0.57	0.9	-0.2	20	-1.9
Cc1noc(C)c1CSc1nnc(-c2ccncc2)n1-c1cccc(Cl)c1C	-6	2%	20	-1	0.16	1	-0.21	2	0.83
CC1(C)Cc2c(c(-c3ccccc3)nc3[nH][nH]c(=O)c23)CO1	x	4%	x	18	-0.93	1	x	-4	-0.059
Cc1cc(C)nc(N2C(=O)CC(C(C)c3ccccc3)C2=O)n1 (configuration not stated)	-3	7%	7	-5	0.77	0.9	0.3	9	1.5
CC1(c2ccccc2)NC(=O)N(CC(=O)Nc2cccc(C#N)c2)C1=O (configuration not stated)	-6	16%	3	-11	0.2	0.9	-0.23	-9	0.32
COc1ccc(C2C(C(=O)O)CC(=O)N2c2ccc(OC)cc2)cc1 (configuration not stated)	-5	1%	12	-12	x	1	-0.42	6	x
Cc1[nH]nc(-c2ccc(O)c(C)c2O)c1-c1cnn(-c2ccccc2)c1	1	2%	20	-4	-0.36	0.9	x	55	-0.61
CC(=O)c1cc2cc(O)ccc2o1	0	10%[fluoresces]	13	-2	0.85	0.9	x	-3	-0.6
Cc1cc(=O)oc(C)c1C(=O)N1CCN(C(c2ccccc2)c2ccccc2)CC1	9	5%	-17	5	-0.71	1	-0.026	10	-0.092
CCN(CC)CCN1C(=O)c2oc3ccccc3c(=O)c2C1c1ccc(C)cc1 (configuration not stated)	-4	3%	14	18	0.063	1.1	-0.49	-16	0.059
CCOc1ccccc1-c1nnc(SCC(=O)NC2CC3CCC2C3)n1CC (configuration not stated)	0	10%	19	3	0.27	0.9	-0.11	2	0.22
CC1=NCCN1S(=O)(=O)c1ccc(Br)c(C)c1	-10	4%	14	1	-0.54	1	1.2	1	0.66
COc1ccc(C(=O)Nn2c(SCC(=O)NCc3ccco3)nc3ccccc3c2=O)cc1	7	9%	6	-62	-0.45	0.9	-9.3*	11	-1.1
Cc1cc(NC(=O)COC(=O)COc2cccc3c2OC(C)(C)C3)no1	-2	7%	5	7	-0.0017	0.9	0.4	-4	0.98
Cc1nc2ccccn2c1C(=O)NC1CCCCC1	-4	6%	9	-8	x	0.9	1.8	-11	x
